IMP-1 inh: inhibitors of Pseudomonas aeruginosa IMP-1 metallo-beta-lactamase; purified IMP-1, nitrocefin hydrolysis, epi-absorbance fluorescence; inhibition, % at 5.6 µM; 290,000 compounds, 0.45% hits; AID 1556;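 active means inhibition above the mean plus 3 SD of all compounds in the same screening run, cut at about 4.5% in these data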;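 further: 0% = IMP-1 with DMSO and 100% = DMSO wells lacking enzyme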
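System: Purified recombinant IMP-1 metallo-beta-lactamase enzyme | Measured by: Fluorescence quenching readout, ex 480/em 530 nm | Replication: Singlicate | Incubation: 15 min preincubation plus 25 min reaction at 25 °C | Evaluation: Percent inhibition from optical density relative to buffer-blank wells | Benchmarks: DMSO with and without IMP-1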
GPR7 antag: blocks human GPR7 receptor signaling. GPR7-expressing cells, fluorescence antagonist assay. inhibition, % at 4.4 µM. 290,000 compounds, 1.1% hits; in the data active means inhibition above about 16%, passing the limit was not always enough;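 further: cells stimulated with the agonist NPW; 0% = agonist with vehicle and 100% = vehicle without agonist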
GalR3 antagonist: blocks the human galanin receptor 3; AID 651719; inhibition, % at 3 µM; 360,000 compounds, 0.44% hits; HEK293 GalR3-CNG cAMP membrane potential fluorescence; galR3 body fused to GalR1 C-terminus;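 active means inhibition above the screen-wide average plus 3 SD, cut at about 13% in these data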;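 further: forskolin and galanin both at EC90 stimulate the cells; cAMP rise reported by CNG channel membrane potential dye signal; 0% = forskolin plus galanin with DMSO and 100% = forskolin alone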
HCV NS3 hel inh: blocks Hepatitis C virus NS3 helicase unwinding. NS3 helicase DNA unwinding, Cy5 molecular beacon fluorescence. inhibition, % at 10.9 µM. 290,000 compounds, 0.56% hits. AID 1800;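 active means inhibition above the mean of all tested compounds plus 3 SD, set per campaign, cut at about 35% in these data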;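 further: 0% = DMSO wells and 100% = thioflavine S control wells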
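Measured by: Cy5 fluorescence, 0 and 60 min reads / Assay system: NS3 helicase fragment of HCV / Control set: low DMSO, high thioflavine S at 110 µM / Times: 1 h reaction at 25 °C, ATP-initiated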
PHOSPHO1 block: blocks human PHOSPHO1 phosphatase activity; Q8TCT1; recombinant PHOSPHO1, absorbance phosphatase assay; inhibition, % at 13.3 µM; 290,000 compounds, 1.1% hits; AID 1565; in the data active means inhibition above about 60%
Target sequence (Q8TCT1 whole entry, looked up): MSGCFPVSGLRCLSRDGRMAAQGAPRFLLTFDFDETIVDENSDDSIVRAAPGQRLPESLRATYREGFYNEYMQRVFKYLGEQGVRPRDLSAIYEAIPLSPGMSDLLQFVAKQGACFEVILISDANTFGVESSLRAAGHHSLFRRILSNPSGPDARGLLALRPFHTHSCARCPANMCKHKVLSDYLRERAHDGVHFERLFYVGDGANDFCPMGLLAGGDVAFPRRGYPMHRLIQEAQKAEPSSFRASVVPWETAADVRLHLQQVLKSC
DNA FID counter: fluorescent intercalator displacement, NS3 helicase counter-screen. DNA fluorescent intercalator displacement, fluorescence. inhibition, % at 7.9 µM. 290,000 compounds, 0.17% hits. AID 1845; in the data active means inhibition above about 37%;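 further: 0% = vehicle and 100% = reference compound; higher means more ethidium bromide displaced from hairpin DNA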
VIM-2 inhibitor: inhibitors of Pseudomonas aeruginosa VIM-2 metallo-beta-lactamase | purified VIM-2, nitrocefin hydrolysis, epi-absorbance fluorescence | inhibition, % at 5.6 µM | 290,000 compounds, 0.89% hits | AID 1527;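 active means inhibition above the mean of all tested compounds plus 3 SD, cutoff set per screening run, cut at about 7.5% in these data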;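 further: red hydrolysis product quenches plate fluorescence so inhibitors raise well fluorescence; 0% = enzyme with DMSO and 100% = DMSO without enzyme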
V1R ag counter: activates human V1a receptor in oxytocin agonist counter-screen; P37288; CHO-V1R cells, Fluo-8 calcium fluorescence, agonist mode; 0% DMSO, 100% 3 nM vasopressin; activation, % at 3 µM; 320,000 compounds, 0.25% hits; AID 2797;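 active means activation above the mean activation of all tested compounds plus 3 SD, per screening run, cut at about 20% in these data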;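 further: signal is peak over basal fluorescence ratio across a 100 second FLIPR read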
Target sequence (P37288 whole entry, looked up): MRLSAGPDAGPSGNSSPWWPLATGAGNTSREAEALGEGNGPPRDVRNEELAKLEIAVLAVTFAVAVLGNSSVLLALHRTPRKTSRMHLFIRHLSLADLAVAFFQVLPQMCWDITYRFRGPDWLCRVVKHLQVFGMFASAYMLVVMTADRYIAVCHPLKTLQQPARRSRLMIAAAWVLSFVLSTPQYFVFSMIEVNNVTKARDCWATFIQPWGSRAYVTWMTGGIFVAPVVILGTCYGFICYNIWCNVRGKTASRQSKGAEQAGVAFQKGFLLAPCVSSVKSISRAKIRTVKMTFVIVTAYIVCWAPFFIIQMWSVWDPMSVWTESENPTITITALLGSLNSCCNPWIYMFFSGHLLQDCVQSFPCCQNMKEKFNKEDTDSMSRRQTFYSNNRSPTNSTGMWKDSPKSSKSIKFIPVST
OXTR agonist: human OXTR agonism | P30559 | CHO-OTR cells, Fluo-8 calcium fluorescence; normalized: DMSO 0%, oxytocin 100% | activation, % at 3 µM | 320,000 compounds, 0.32% hits | AID 2435;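 active means activation above the mean of all tested compounds plus 3 SD, cutoff set per screening run, cut at about 20% in these data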;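 further: peak over basal fluorescence ratio from a 100 s FLIPR kinetic read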
Target sequence (P30559 whole entry, looked up): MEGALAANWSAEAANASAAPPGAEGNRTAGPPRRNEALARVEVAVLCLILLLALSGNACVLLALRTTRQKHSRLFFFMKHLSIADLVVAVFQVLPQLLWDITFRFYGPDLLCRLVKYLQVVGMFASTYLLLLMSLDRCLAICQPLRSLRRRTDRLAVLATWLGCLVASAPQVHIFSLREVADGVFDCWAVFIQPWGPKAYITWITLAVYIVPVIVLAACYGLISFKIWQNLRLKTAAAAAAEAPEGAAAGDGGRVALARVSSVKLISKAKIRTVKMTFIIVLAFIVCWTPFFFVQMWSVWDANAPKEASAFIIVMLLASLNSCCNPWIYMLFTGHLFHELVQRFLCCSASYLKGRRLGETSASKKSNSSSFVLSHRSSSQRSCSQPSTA
Active calls of the source: *; . = no result given; & = joins results of further samples.

SMILES	IMP-1 inh	GPR7 antag	GalR3 antagonist	HCV NS3 hel inh	PHOSPHO1 block	DNA FID counter	VIM-2 inhibitor	V1R ag counter	OXTR agonist
O=C(c1c(F)cccc1F)N1CCCC(c2nc(-c3ccc(F)cc3)no2)C1 (stereo unspecified)	-2.2	-5.1	-5.2	0.5	61.5*	-31.4	-1.2	5.6	2.6
CSc1ncccc1C(=O)OCC(=O)C(C)(C)C	-2.5	1.0	-3.7	-3.2	13.3	2.3	1.0	0.0	-2.3
Cc1cc(C)c(C)c(S(=O)(=O)NCCN2CCOCC2)c1C	-2.4	-14.8	11.1	7.2	23.9	-10.3	-2.1	-0.2	1.2
Cc1cc(C)nc(SCC(=O)Nc2ncc(Cc3cccc(Cl)c3Cl)s2)n1	-1.7	-1.6	-9.2	2.9	-18.9	4.0	-3.6	-0.4	-1.8
Oc1ccc(-c2c(C3=CCCCC3)sc3ccccc23)cc1	5.1*	-9.1	-5.8	10.2	4.0	-1.1	0.0	-0.1	-1.1
Cn1ccc(C(=O)OCC(=O)Nc2cccc3ccccc23)n1	-2.3	-12.0	2.4	0.2	4.1	0.1	-1.5	1.0	0.7
O=C(NNC(=O)C1CC1c1ccccc1)c1cccc([N+](=O)[O-])c1 (stereo unspecified)	-1.4	-1.3	-0.8	-16.3	-6.2	-0.5	-1.7	1.5	-1.0
COc1ccc(CCn2c(C3CCCCC3)nc3c(c(=O)c4ccccc4n3C)c2=O)cc1OC	-2.1	-11.9	-1.3	5.8	16.2	-26.4	1.3	-1.2	-2.3
O=C(CSc1ccsc1[N+](=O)[O-])N1CCN(c2ccc(Cl)cc2)CC1	-2.5	4.7	-12.4	9.1	-4.5	9.3	-2.8	1.6	1.1
COc1ccccc1OCC(O)Cn1nc(C)cc1C (stereo unspecified)	-1.2	-10.7	-5.0	-4.4	.	-9.8	-0.2	-0.3	-0.6
Cc1cccc(OCc2nnc(SCC(=O)Nc3cccc(C(=O)N4CCOCC4)c3)o2)c1C	-0.8	-13.4	-1.6	10.7	14.1	-23.4	-0.9	1.6	2.1
CC(c1ccccc1)N1C(=O)c2cccnc2C1=O (stereo unspecified)	-0.2	-18.9	-10.2	7.0	.	-3.5	0.8	1.1	0.8
CC(C)Oc1ccc(Cn2c(=O)sc3ccccc32)cc1	-0.8	0.9	-0.1	1.2	8.0	-13.2	2.5	-1.1	-1.0
C=CCOc1ccc(/C=C2/C(=O)ON=C2C)cc1OC	-3.3	-8.2	-2.3	30.4	15.3	1.1	2.4	1.0	0.3
CN(c1ccccc1)S(=O)(=O)c1ccc2c(c1)oc(=O)n2C	-4.6	1.7	-8.1	-0.1	28.7	-11.1	-2.4	1.5	1.0
COc1ccc(C2NC(=O)c3ccccc3O2)cc1OC (stereo unspecified)	-1.4	-15.3	-2.8	-1.6	0.5	2.8	-2.0	1.4	1.7
CCOC(=O)CN1CC23C=CC(O2)C(C(=O)NCc2ccc(F)cc2)C3C1=O (stereo unspecified)	-2.4	-7.6	0.1	3.0	16.5	-2.7	-0.3	-0.3	0.2
O=C(CSc1ccc(-c2ccccn2)nn1)c1ccc(F)cc1	-16.4	-11.9	3.0	-2.4	-28.8	-2.1	-5.6	-0.9	-1.2
CCOc1cc2[nH]c(=O)n(CCCCC(=O)N3CCCCCC3)c(=O)c2cc1OCC	-4.5	-13.3	-3.8	2.8	-5.6	-12.8	-0.1	1.8	0.8
CCCCC(=O)Nc1cc(N(C)C)nc2ccccc12	0.3	14.4	-2.4	-6.7	-12.0	23.7	5.2	-0.2	0.0

Exported with bars between the fields: entries from further up.
Molecule | IMP-1 inh | GPR7 antag | GalR3 antagonist | HCV NS3 hel inh | PHOSPHO1 block | DNA FID counter | VIM-2 inhibitor | V1R ag counter | OXTR agonist
O=C(NNC(=O)C1CC1c1ccccc1)c1cccc([N+](=O)[O-])c1 (stereo unspecified) | -1.4 | -1.3 | -0.8 | -16.3 | -6.2 | -0.5 | -1.7 | 1.5 | -1.0
O=C(c1c(F)cccc1F)N1CCCC(c2nc(-c3ccc(F)cc3)no2)C1 (stereo unspecified) | -2.2 | -5.1 | -5.2 | 0.5 | 61.5* | -31.4 | -1.2 | 5.6 | 2.6

More structures follow.
SMILES	IMP-1 inh	GPR7 antag	GalR3 antagonist	HCV NS3 hel inh	PHOSPHO1 block	DNA FID counter	VIM-2 inhibitor	V1R ag counter	OXTR agonist
COc1cc(/C=C(/C#N)C(=O)NCCc2c[nH]c3ccccc23)ccc1OCc1ccccc1F	-1.5	7.2	4.8	-3.1	25.8	0.7	0.0	-0.2	0.7
O=C(CNC1=NCCC1)c1ccc(Cl)cc1	-2.8	-9.5	-6.2	7.9	3.5	4.1	-2.8	0.4	0.0
Oc1ccc(CNc2ccccc2F)c2cccnc12	-3.2	-5.5	-4.0&0.2	-2.5	97.1*	-1.5	-2.8	0.4	3.2
O=C(c1ccco1)N1CCN(CCCCOc2ccc(F)cc2)CC1	-3.3	-12.2	-3.4	-7.8	1.4	-5.8	-3.4	1.0	0.5
Cc1ccc(C)c(C(=O)OCC(=O)Nc2ccc(N3CCOCC3)cc2)c1	-2.7	-6.1	0.2	-14.2	23.8	-5.8	0.4	1.1	-0.6
O=C(Nc1nc(-c2ccccn2)cs1)c1ccco1	-1.1	-8.2	-0.4	9.6	-101.7	-6.8	1.3	0.8	0.8
CC(=O)c1cccc(NC(=O)C2CCN(S(=O)(=O)c3ccc(F)cc3)CC2)c1	-2.3	2.2	-5.8	13.3	0.6	-5.7	2.2	3.6	2.2
C/C(N)=C(/C#N)C(=O)COC(=O)CCCNC(=O)c1ccc(Cl)cc1	-2.1	2.4	2.8	14.6	28.3	-3.1	-1.6	-0.6	-1.1
Nc1nc(-c2ccc3c(c2)CCCC3)c(CC(=O)O)s1	0.6	-1.0	-9.7	20.8	32.6	-14.6	3.2	.	.
CCc1ccc(NC(=O)C(CC)Sc2nc3ccsc3c(=O)n2CCC(=O)O)cc1 (stereo unspecified)	-2.5	-11.6	-7.6	1.0	27.9	-25.6	-1.8	0.8	-0.5
CCC1(c2cccc(Cl)c2)NC(=O)N(Cc2cc(C(=O)OC)c(C)o2)C1=O (stereo unspecified)	-2.9	1.5	-2.7	2.1	-33.7	-31.8	-1.2	5.6	3.9
COc1cc2[nH]c3c(=O)n(CCN(C(C)C)C(C)C)cnc3c2cc1OC	1.2	-5.5	-4.8	5.2	16.9	7.5	0.0	0.4	0.4
CCC(Sc1nc(C)cc(=O)[nH]1)C(=O)Nc1nnc(C)s1 (stereo unspecified)	-1.1	-7.1	-7.2	5.0	-13.6	1.7	-1.9	1.0	-0.4
COc1cc(C(=O)NC(=S)N(C)Cc2ccccc2)cc(OC)c1OC	-2.5	-21.3	-2.0	3.2	-93.7	-29.4	-2.9	-0.5	-1.1
O=C(NCc1ccc2c(c1)OCO2)c1ccncc1	-2.1	0.1	-4.3	-0.6	-11.4	-0.9	0.9	-0.3	1.1
O=C(NCCCCc1ccccc1)C1CC(c2ccc(C(F)(F)F)cc2)=NO1 (stereo unspecified)	.	.	-3.4	.	39.7	.	.	4.4	2.5
COc1ccc(N2CC(C(=O)N3CCN(C)CC3)CC2=O)cc1 (stereo unspecified)	-4.5	-16.0	-7.7	3.3	12.8	-7.8	-1.9	-0.1	0.5
O=C(CO)N/N=C/c1cccc(Cl)c1Cl	-2.7	-4.3	-1.2	2.6	10.7	2.1	-2.2	-0.6	-1.7
C/C(CC(=O)Nc1ccc(Cl)c(Cl)c1)=N\NC(=O)C(=O)N1CCCCC1	-2.1	13.0	-6.9	-12.4	26.2	-5.3	1.9	0.8	0.5
COc1ccc2oc(=O)cc(-c3cc4ccccc4o3)c2c1	-1.1	-13.1	-5.8	18.4	27.3	-15.7	0.0	-0.7	-1.3
COc1ccc(C2=[N+]([O-])C(C)(C)N(O)C2(C)C)cc1	-0.3	-0.6	-6.1	6.4	19.3	0.1	0.1	0.1	2.1
COCCCNS(=O)(=O)c1ccc(S(=O)(=O)N2CCCC2)cc1	-4.4	-3.0	-5.7	3.6	30.3	-1.5	-2.5	1.4	0.3
CC(=O)NC1=C(N(C)C2CCS(=O)(=O)C2)C(=O)c2ccccc2C1=O (stereo unspecified)	-4.6	-6.4	-2.0	-26.3	-9.2	-3.2	-1.3	0.7	-1.2
C=CCN(c1ccc(C(=O)Nc2cc(C)cc(C)c2)cc1)S(C)(=O)=O	-4.3	-4.7	-6.8	-9.3	-4.4	-15.6	-0.8	-1.4	-1.7
COc1ccc(NC(=O)C2C3CC/C=C\CCC32)cc1 (stereo unspecified)	-2.7	-8.6	-6.9	12.7	31.5	-5.5	-4.4	-0.2	-0.5
CCN(CC)C(=O)c1cc([N+](=O)[O-])cc2c1-c1ccc([N+](=O)[O-])cc1C2=C(C#N)C#N	-1.7	-5.9	-1.6	20.9	-12.7	-3.7	-1.0	-2.2	-2.4
CCNC(=S)N1CCN(C(=O)c2ccco2)CC1	-2.6	-4.3	-1.4	-1.2	22.9	-3.7	-4.5	0.1	0.9
NC(=O)c1c(N)sc2c1CCCC2	-0.3	22.9*	5.6	5.4	92.4*	-6.0	-0.6	1.1	0.7
O=C1C2C3C=CC(CC3)C2C(=O)N1c1ccc2c(c1)OCO2 (stereo unspecified)	0.7	-2.5	-5.0	4.5	-5.8	-1.7	-3.5	12.2	0.3
Cc1ccc(OCc2cc(C(=O)N3CCN(c4ccccc4)CC3)no2)cc1C	-3.7	-18.3	1.2	-10.0	-19.7	-31.0	-0.7	0.1	-1.9
CCc1ccc(NC2Nc3cc(C)nn3S2)cc1 (stereo unspecified)	-2.2	7.1	-10.3	-1.6	-1.0	-7.5	-5.9	-0.2	0.7
O=C(CSc1nc2ccccc2s1)Nc1cc(S(=O)(=O)N2CCOCC2)ccc1Cl	-3.0	-6.9	-3.5	-11.8	9.1	-33.6	-1.2	0.4	-2.7
CCOC(=O)CCSc1nc2c(c(C(F)(F)F)c1C#N)CCC2	-1.5	-18.8	-0.4	-0.1	0.9	-8.3	-0.7	-1.6	-2.4
CN(Cc1ccon1)Cc1cn(Cc2ccccc2)nc1-c1ccc2c(c1)OCO2	-0.8	-17.1	-1.4	-1.9	-66.9	-8.5	0.5	-0.4	-1.7
CC1(C)Cc2nc3sc4c(SCC(=O)NCc5ccco5)ncnc4c3cc2CO1	-2.9	-9.4	4.0	14.2	23.4	-13.2	-0.6	0.5	-1.0
CCOC(=O)c1c(C)[nH]c(C(=O)COC(=O)C2(C)CC2(Cl)Cl)c1C (stereo unspecified)	-2.0	-6.2	-2.8	-0.2	1.7	-17.8	-2.2	6.2	1.9
CN(CC(=O)N1CCc2ccccc2C1)c1ccccc1	-2.0	-5.7	-9.9	-9.3	15.3	-12.9	-1.4	-0.4	-0.2
Cc1nnc(NC(=O)CSc2n[nH]c(-c3ccccc3)n2)s1	-2.9	-4.0	-3.9	0.6	49.8	-0.8	-2.9	-0.6	-0.3
O=C1NCCCCC1NS(=O)(=O)c1cccc2ccccc12 (stereo unspecified)	-1.0	6.1	-9.8	-3.0	19.7	-7.7	-0.6	0.5	0.4
N#C/C(=C/c1ccc(C(=O)O)cc1)C(=O)Nc1ccccc1	-3.4	-7.3	-3.6	6.5	-12.7	-0.7	-2.8	0.0	-0.5

Assay outcomes: PubChem BioAssay, several laboratories

Compounds were not picked by outcome; 4.3% or so of the library scored in one or more.
